BLM helicase inh = qHTS Assay for Inhibitors of Bloom's syndrome helicase (BLM) | RecQ-like DNA helicase BLM (Homo sapiens), P54132 | recombinant BLM DNA unwinding, fluorescence dequenching | Potency, µM (doses to about 56.1 µM), without a hit: at the top dose activity change, negative = inhibition, hits mostly inhibitors | actives 0.2% (n = 350,000) | AID 2528, 2010;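 further: plate controls were vehicle for no effect and no enzyme for full effect; nearly all actives have a fitted effect of over 35% in size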
JMJD2A Tudor inh = qHTS Assay for Inhibitors of JMJD2A-Tudor Domain | AlphaScreen JMJD2A-Tudor / H3K4me3 peptide binding | Lysine-specific demethylase 4A (Homo sapiens), O75164 | actives 4.4% (n = 390,000) | AID 504339, 2011 | Potency, µM (doses to about 114 µM), for inactives: at the top dose activity change, negative = inhibition, actives largely listed as inhibitors; further: on the % scale 0 is the no-effect control and ±100 the full control effect; nearly all actives have a fitted effect of over 50% in size
PGK inhibitor = qHTS Assay to Find Inhibitors of Phosphoglycerate Kinase | Potency, µM (highest dose often 57.5 µM), without a hit: at the top dose activity change, negative = inhibition, hits mostly inhibitors | actives 0.043% (n = 380,000) | Phosphoglycerate kinase, glycosomal (Trypanosoma brucei brucei), P07378 | AID 602233, 2012 | PGK/GAPDH coupled, Kinase-Glo luminescence, 60 min; further: on the % scale 0 is the no-effect control and ±100 the full control effect; nearly all actives have a fitted effect of over 60% in size
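Recombinant glycosomal PGK reaction used 1,3-bisphosphoglycerate generated in-well by GAPDH (100nM final) in 100mM TEA pH 7.6, 5mM MgCl2, 0.01% Tween-20. After 60 minutes at room temperature, ATP was read by Kinase-Glo Plus luminescence end-point.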
BAZ2B inh = qHTS Assay for Inhibitors of BAZ2B. Bromodomain adjacent to zinc finger domain protein 2B (Homo sapiens), Q9UIF8. AlphaScreen BAZ2B-H3K14Ac peptide displacement. Potency, µM (titrated, usually from 114 µM), for inactives: at the highest dose activity change, negative = inhibition, hits mostly inhibitors. actives 4.4% (n = 360,000); further: on the % scale 0 is the no-effect control and ±100 the full control effect; nearly all actives have a fitted effect of over 60% in size
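BAZ2B (50 nM) with biotin-H3(5-23)K14Ac peptide (50 nM) in PBS pH 7.4, 0.01% Tween-20, preformed 30 min, then compound 30 min at room temperature; top concentration 110uM. AlphaScreen streptavidin donor/nickel chelate acceptor beads (10 ug/mL final), 20 min dark, signal read.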
Pin1 inh = qHTS Assay to Find Inhibitors of Pin1; AID 504891, 2011; Peptidyl-prolyl cis-trans isomerase NIMA-interacting 1 (Homo sapiens), Q13526; Potency, µM (series often up to 115 µM), for the others: at the highest dose activity, negative = inhibition, hits mostly inhibitors; actives 0.009% (n = 390,000); Pin1 FP peptide displacement, HiFluor488, 10 min; active means well fitted inhibition curve with a large enough effect in the polarisation, with a control signal flat, not every such curve was filed as active; inconclusive means small, poorly fitted or top-dose-only effect, or effect the other way, or a change in a side signal; inactive means no such curve, though single readings can be large or run the other way; the % refers to the polarisation; further: on the % scale 0 is the no-effect control and ±100 the full control effect
Target sequence (Q13526 whole entry, looked up): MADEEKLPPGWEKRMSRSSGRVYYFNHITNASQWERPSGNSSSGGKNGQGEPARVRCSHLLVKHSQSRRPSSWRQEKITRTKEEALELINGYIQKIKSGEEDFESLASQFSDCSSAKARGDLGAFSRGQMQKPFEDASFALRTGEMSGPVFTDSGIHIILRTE
HP1b chromo inh = HTS for Inhibitors of HP1-beta Chromodomain Interactions with Methylated Histone Tails; AlphaScreen HP1-beta / biotin-H3K9me3 peptide binding; actives 0.56% (n = 390,000); Chromobox protein homolog 1 (Homo sapiens), P83916; Potency, µM (highest dose often 114 µM), without a hit: at the highest dose activity change, negative = inhibition, most hits filed as inhibitors; AID 540317, 2011; further: nearly all actives have a fitted effect of over 70% in size; inactives centre near 23
Target sequence (P83916 whole entry, looked up): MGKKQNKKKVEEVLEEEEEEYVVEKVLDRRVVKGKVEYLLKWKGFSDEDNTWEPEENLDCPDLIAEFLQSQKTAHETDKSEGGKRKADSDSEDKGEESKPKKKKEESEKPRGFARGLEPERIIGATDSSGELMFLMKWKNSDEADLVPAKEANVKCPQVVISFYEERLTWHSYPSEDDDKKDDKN
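AlphaScreen: HP1-beta (50 nM) preformed 30 min with biotin-H3(1-18)K9me3 peptide (50 nM) in PBS pH 7.4, 0.01% Tween-20. Compound added for 30 min at RT, then streptavidin donor/nickel chelate acceptor beads (10 ug/mL) for 30 min.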
Pol iota inh = qHTS for Inhibitors of Polymerase Iota. Pol iota fluorescent replication assay, 10 min. Potency, µM (highest dose often 115 µM), without a hit: at the highest dose activity, negative = inhibition, hits mostly inhibitors. actives 1% (n = 390,000)
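Fluorescent replication assay read twice, at 0 min and 10 min after adding 50 nM (final) substrate. Enzyme (10 nM) and compounds were first incubated 15 min at room temperature; enzyme-free buffer wells were negative controls.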
G9a inh = qHTS Assay for Inhibitors of Histone Lysine Methyltransferase G9a | Histone-lysine N-methyltransferase EHMT2 (Homo sapiens), Q96KQ7 | G9a H3K9 monomethylation, AlphaScreen, 2 h | Potency, µM (doses to about 102 µM), for inactives: at the top dose activity, negative = inhibition, actives largely listed as inhibitors | actives 8.8% (n = 350,000) | AID 504332, 2011; further: on the % scale 0 is the no-effect control and ±100 the full control effect; nearly all actives have a fitted effect of over 75% in size
Target sequence (Q96KQ7 913-1193 limits assumed): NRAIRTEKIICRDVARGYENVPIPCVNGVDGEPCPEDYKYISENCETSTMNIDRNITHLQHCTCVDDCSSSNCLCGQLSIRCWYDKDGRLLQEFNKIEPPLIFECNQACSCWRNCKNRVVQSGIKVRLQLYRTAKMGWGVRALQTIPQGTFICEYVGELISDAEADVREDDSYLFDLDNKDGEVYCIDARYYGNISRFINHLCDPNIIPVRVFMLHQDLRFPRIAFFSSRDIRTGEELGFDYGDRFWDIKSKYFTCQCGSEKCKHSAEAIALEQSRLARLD
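Chemiluminescent proximity detection of H3K9 monomethylation, read after 10 min bead incubation in the dark. Reaction: 20 nM G9a, 500 nM biotin-H3K9 peptide, 20 uM SAM cofactor, 2 h, room temperature, following 15 min enzyme-compound preincubation.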
GLS inhibitor = qHTS for Inhibitors of Glutaminase (GLS); Glutaminase kidney isoform, mitochondrial (Homo sapiens), O94925; Potency, µM (highest dose often 45.5 µM), for inactives: at the highest dose activity change, negative = inhibition, most hits filed as inhibitors; AID 624170, 2012; actives 0.21% (n = 410,000); GLS enzymatic activity, qHTS titration; further: on the % scale 0 is the no-effect control and ±100 the full control effect
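Coupled fluorescence readout: glutamate oxidase/HRP/Amplex Red detect glutamate formed by hKGA from L-glutamine (1 mM solution added). Buffer 45 mM KH2PO4 pH 8.2, 0.02% Tween-20; reads at t0 and 30 min RT.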
An asterisk follows results filed as active; i = inactive; ? = inconclusive; nt = not tested or not shown; [ ] = another dose, or the depositor's remark. Unless noted, the call rests on the fitted dose curve; in most records, active means well fitted curve in the direction sought with a large enough effect; inconclusive means small, poorly fitted or top-dose-only effect, or another doubt; inactive means no such curve, though single readings can be large; an effect the other way counts as inactive or inconclusive. Potency means the concentration at half of the fitted maximal effect. These rows are one share of the data (hit frequency here may not be typical).

#	molecule	Pin1 inh	BLM helicase inh	GLS inhibitor	JMJD2A Tudor inh	HP1b chromo inh	PGK inhibitor	G9a inh	BAZ2B inh	Pol iota inh
1	Cc1nn(C)c(C)c1S(=O)(=O)N(CC(=O)Nc1ccccn1)c1ccc(C(C)C)cc1	5%	1%	-6%	-11%	15%	-2%	18%[59 µM]	6%	13%
2	Cc1nn(CC(=O)NC2(C)CCS(=O)(=O)C2)c(C)c1S(=O)(=O)N(C)C (configuration not stated)	-5%	nt	0%	-7%	28%	-3%	nt	nt	19%
3	O=C(Nn1c(-c2ccc(F)cc2)nc2ccccc2c1=O)c1cccnc1	-24%	2%	0%	-8%	33%	i	-34%	nt	18%
4	COC(=O)c1c(NC(=O)Cn2nc(C(F)F)cc2C(F)F)sc(C)c1C	0%	-7%	-13%	-21%	-23%	-2%	nt	3%	4%
5	O=C(NC(=S)NCc1ccc(Cl)cc1)c1ccco1	?	nt	-17%	7%	29%	-1%	nt	nt	39%[activator]
6	COc1cc(CO)ccc1Oc1nnnn1-c1ccc(C(N)=O)cc1	-11%	-1%	5%	0%	24%	3%	-24%[2.33 µM]	3%	7%[58.9 µM]
7	COc1ccc(C(=O)/C=C/c2ccccc2F)c(OC(=O)c2ccc([N+](=O)[O-])cc2)c1	7%	-12%	-9%	?	-11%	-1%	-50%	-35%[57.1 µM]	54%[activator]
8	Cc1ccc2c(=O)c(C(=O)c3ccc(F)cc3)cn(CC(=O)Nc3ccc4c(c3)OCCO4)c2n1	?	-5%	0%	-20%	24%	-5%	-8%[59 µM]	9%[57.1 µM]	?
9	COc1c(C)cc(C(=O)C2CCCN(C(=O)c3cc4nc(C)cc(C)n4n3)C2)cc1C (configuration not stated)	-1%	-2%	0%	-12%	29%	0%	1%	4%	23%
10	C=CCN(c1ccccc1)S(=O)(=O)c1c(C)[nH]c(=O)[nH]c1=O	1%	3%	4%	-4%	48%[activator]	-6%	?	nt	38%[activator]
11	CCc1nn2c(=O)cc(COC(=O)C(CC)c3ccccc3)nc2s1 (configuration not stated)	-1%	1%	-2%	-10%	44%[activator]	i	6%[59 µM]	-3%	21%
12	C=CCc1ccccc1OCC(=O)NNC(=S)NCc1ccccc1	-8%	-5%	-6%	-21%	38%	-2%	36%	?	-3%
13	O=C(NC1CCCc2ccccc21)c1cccnc1 (configuration not stated)	0%	-2%	-1%	-13%	30%	-3%	8%	-5%	22%
14	Cc1oc2c(c1C(=O)Nc1ccc(C(=O)O)cc1)CCCC2	4%	-7%	24%	-28%	3%	2%	?	-12%	10%
15	C=CCn1c(SCC(=O)Nc2nnc(CC)s2)nnc1-c1ccco1	1%	0%	-7%	-3%	48%[activator]	5%	-25%[12.7 µM]	-2%	21%
16	Cc1ccc(OCc2n[nH]c(=S)n2-c2ccccc2)cc1	-4%	-4%	-1%	?	21%	-10%	1.6µM*	-28%	37%[activator]
17	CCN(Cc1ccccc1)C(=O)c1cc2c(OC)c(OC)c(OC)cc2[nH]1	-2%	-6%	19%	-21%	-2%	-11%	8%	?	?
18	COc1ccccc1CNC(=O)C(Cc1ccccc1)NS(=O)(=O)c1ccc2c(c1)oc(=O)n2C (configuration not stated)	-3%	3%	-1%	-15%	17%	-9%	8%[59 µM]	-18%	?
19	O=C(COC(=O)c1ccccc1O)Nc1cccc(S(=O)(=O)NC2=NCCCCC2)c1	-10%	2%	7%	-16%	2%	7%	6%	-42%	21%
20	COc1cccc(N/C=C/C(=O)c2ccc(OC)c(OC)c2)c1	20%	-2%	13%	-20%	31%	-1%	-18%	?	-18%
21	COc1ccccc1NC(=O)Cn1nnc(-c2ccccc2NC(=O)c2cnccn2)n1	2%	1%	-1%	-8%	22%	-11%	29%	nt	-3%
22	Cc1ccc(S(=O)(=O)Nc2ccc3c4c(cccc24)CC3)c(C)c1	9%	nt	-5%	-14%[11.4 µM]	48%[activator]	-6%	nt	nt	2%
23	CCN(C(=O)COC(=O)CCCc1nc2ccccc2s1)c1c(N)n(Cc2ccccc2)c(=O)[nH]c1=O	-2%	nt	9%	-11%	19%	3%	nt	nt	-17%
24	CCOC(=O)NC(=O)c1cn(Nc2ccccc2C(F)(F)F)c(=O)[nH]c1=O	-4%	-3%	7%	1%	30%	-8%	-2%	-2%	77%[activator]
25	COc1ccc(CNS(=O)(=O)c2ccc(F)c(C(=O)Nc3ccccc3OC)c2)cc1	20%	-8%	-3%	-16%	44%[activator]	i	?	7%	2%
26	Cc1ccc2cc(C(c3nnnn3C(C)(C)C)N3CCCCCC3)c(=O)[nH]c2c1 (configuration not stated)	-1%	3%	-3%	-13%	23%	3%	7.9µM*	-25%	32%[activator]
27	CCc1ccc([C@@H]2CC=C(C(=O)O)[C@H](c3ccc(F)cc3)N2S(=O)(=O)c2ccc(C)cc2)cc1	?	nt	45%[activator]	-4%	38%	-7%	21%[2.33 µM]	8%	?
28	O=C(CSc1ncn[nH]1)Nc1nc(-c2ccccc2)cs1	-7%	3%	3%	-20%	37%	-13%	?	0%	9%
29	O=C(C(Cc1ccc(Cl)cc1)NS(=O)(=O)c1ccccc1)N1CC[C@@]2(O)CCCC[C@H]2C1 (some centres not stated)	-23%	-2%	1%	-17%	13%	i	46%[0.501 µM]	5%	?
30	O=C(NCc1ccco1)c1cccn2c(=O)c3c4c(sc3nc12)CCCC4	15%	-27%	4%	-12%	33%	-7%	-3%[0.501 µM]	?	?
31	Clc1ccc(-c2c(C3=NCCCN3)nnn2-c2ccc(Cl)cc2)cc1	3%	4%	-1%	-17%	9%	1%	8%[0.501 µM]	-5%	-9%
32	Cc1ccc(C(C(=O)NCc2ccco2)N(C(=O)CNC(=O)c2cccs2)c2c(C)cccc2C)cc1 (configuration not stated)	-2%	-8%	1%	-13%	22%	-1%	8%[59 µM]	-2%	-3%
33	CCC(C)(C)NC(=O)CN(C(=O)c1ccc(N2CCCC2)nc1)c1ccc(F)cc1	-5%	-11%	2%	-6%	48%[activator]	i	nt	3%	6%
34	COc1ccc(NC(=O)C2CC(c3cccc(Br)c3)=NO2)cc1OC (configuration not stated)	-6%	-19%	-5%	-12%	45%[activator]	i	nt	7%	78%[activator]
35	COc1cccc2cc(C(=O)NCCc3c[nH]c4ccccc34)c(=O)oc12	4%	-1%	23%	?	?	-2%	?	-37%	-23%
36	COC(=O)[C@]1(C)N[C@H](CN(C)C(=O)Nc2ccccc2)[C@@H]2C(=O)N(Cc3ccccc3)C(=O)[C@@H]21	3%	nt	-2%	-18%	18%	7%	nt	nt	-19%
37	Cc1ccc(C)c(CN2C(=O)C3(c4ccccc42)N(c2cccc(C(F)(F)F)c2)C(=O)CS3(=O)=O)c1 (configuration not stated)	79%[activator]	-11%	10%	-12%	24%	-5%	-22%[59 µM]	-12%	5%
38	Cc1nn(CCC#N)c(NC(=O)c2ccc(Cl)cc2Cl)c1P(=O)(Nc1ccc([N+](=O)[O-])cc1)N1CCOCC1 (configuration not stated)	-1%	2%	0%	-8%	2%	5%	?	-20%	20%
39	CCOc1ccc(Oc2nc(N(CC)CC)nc(N3CCOCC3)n2)nn1	0%	2%	-8%	-7%	23%	i	8%	-4%	53%[activator]
40	CCCN(CCC)c1nc(NC2CCN(C(=O)OCC)CC2)nc(OC)n1	0%	-8%	-2%	-34%	22%	-7%	-34%	-5%	-1%
41	O=c1[nH]c(C2CCN(S(=O)(=O)c3ccc(F)cc3)CC2)nc2c1nnn2Cc1ccc2c(c1)OCCO2	?	-10%	5%	-19%	61%[activator]	i	nt	-10%	20%
42	CCOc1ccc(NC(=O)Cn2cnc3c(oc4ccccc43)c2=O)cc1	2%	-7%	-3%	?	?	-3%	?	?	26%
43	CC(C)(C)C1CCC(C(=O)OCC(=O)N2CCN(C(=O)c3ccco3)CC2)CC1 (configuration not stated)	-8%	-4%	-4%	0%	52%[activator]	-5%	-2%	-12%	45%[activator]
44	O=C(C1=C(O)C(=O)N(c2ccccc2)C1c1ccc([N+](=O)[O-])cc1)c1cccs1 (configuration not stated)	-6%	-6%	6%	?	-1%	-1%	?	-35%	123%[activator]
45	N#Cc1c(-c2ccc3c(c2)OCO3)cc[nH]c1=O	6%	-2%	0%	7%	74%[activator]	nt	16%[2.33 µM]	4%	?
46	CC1CCN(Cc2ccc(-c3nnn(CC(=O)Nc4ccccc4Cl)n3)cc2)CC1	6%	-7%	5%	2%	28%	-8%	-14%	-20%	30%[activator]
47	CCCN1Cc2cccc(C(=O)N3CCN(c4ccc(F)cc4)CC3)c2C1=O	4%	-2%	14%	-14%	21%	-8%	-1%	12%	7%
48	CSCCC(NS(=O)(=O)c1ccc2ccccc2c1)C(=O)OCC(=O)c1ccc(C(C)C)cc1 (configuration not stated)	59%[activator]	-6%	1%	-29%	12%	-4%	-11%	-5%	4%
49	COc1cccc(NC(=O)c2ccc(NCCCN3CCC(C)CC3)c([N+](=O)[O-])c2)c1	0%	1%	-8%	-20%	9%	-8%	?	nt	44%[activator]

Screening results (PubChem)
